Screening data: PubChem BioAssay, National Center for Advancing Translational Sciences (NCATS)
DRD3 antagonist = antagonists of human D3 dopamine receptor; D3R cells, DiscoveRx beta-arrestin luminescence, antagonist mode; active compounds read low; AID 652054; P35462; 360,000 tested, 2.5% active; max response, negative = inhibition, %; in the data active = max response below about -50%; inconclusive = no clear call, values can overlap the other calls; note: % is set by controls: 0 for no effect and ±100 for the full control effect; mostly tested at two doses, the higher about 12 µM
Target sequence (P35462 whole entry, looked up): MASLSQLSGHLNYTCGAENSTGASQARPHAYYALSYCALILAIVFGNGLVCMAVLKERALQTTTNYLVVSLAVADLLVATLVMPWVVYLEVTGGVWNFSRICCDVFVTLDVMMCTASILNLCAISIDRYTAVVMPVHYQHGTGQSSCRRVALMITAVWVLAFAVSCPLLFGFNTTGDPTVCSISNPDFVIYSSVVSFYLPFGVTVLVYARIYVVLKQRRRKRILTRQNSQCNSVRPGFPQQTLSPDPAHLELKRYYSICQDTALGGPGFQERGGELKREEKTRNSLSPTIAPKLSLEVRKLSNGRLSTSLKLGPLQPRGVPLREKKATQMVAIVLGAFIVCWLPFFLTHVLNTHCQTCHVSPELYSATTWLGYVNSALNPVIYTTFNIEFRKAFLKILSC
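Cells expressing the human receptor were seeded at 1500 cells/well, incubated overnight at 37 degrees C in 5% CO2, then exposed to library compounds with dopamine controls for 90 minutes at 37 degrees C before luminescent detection.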
KB-V1 MDR tox = KB-V1 MDR subline cytotoxicity; KB-V1 MDR cells viability, CellTiter-Glo, 72 h; Potency, µM (doses to about 46.1 µM), inactives show at the top dose activity change, negative = cytotoxicity, most hits filed as cytotoxic; 400,000 tested, 3.4% active; note: potency is the fitted concentration of half-maximal effect; % is set by controls: 0 for no effect and ±100 for the full control effect; nearly all actives have a fitted effect of over 60% in size
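Readout: CellTiter-Glo luminescence, 10 min after addition. Cells: KB-V1 MDR subline, 72 h at 37 degrees C with compound. Analysis: corrected, normalized data fitted to concentration-effect curves.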
HT1080 IDH1KD tx = toxicity to HT-1080 IDH1 knockdown cells (counter line); AID 686971; HT-1080 IDH1 knockdown viability, ATP luminescence, 48 h; Potency, µM (titrated, usually from 46.1 µM), for inactives: top-dose activity, negative = toxicity, most hits filed as cytotoxic; 360,000 tested, 2% active;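 note: potency is the fitted concentration of half-maximal effect; 0% = DMSO wells and -100% = cell-free medium wells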
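Assay cells: HT-1080 with IDH1 knockdown, 750 per well, RPMI/5% FBS. Exposure: 48 h at 37 °C following 2 h pre-incubation. Read: CellTiter-Glo luminescence; fitted concentration-response, curve class assigned.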
SW480 rereplic = inducers of DNA re-replication in SW480 colon cancer cells; Potency, µM (highest dose often 46.1 µM), for inactives: top-dose re-replication activation, actives largely listed as activators; SW480 DNA re-replication, Hoechst DNA content imaging, 48 h; 340,000 tested, 1.8% active; AID 624297; note: potency is the fitted concentration of half-maximal effect; % of control where 0% means no effect; nearly all actives have a fitted effect of over 55% in size
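Image-based read-out: total Hoechst fluorescence of nuclei (405 nm excitation, 500-530 nm emission), with hits raising the fraction of high-intensity nuclei. SW480 colon cells incubated 48 hr with compounds at 37 C.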
DRD3 agonist = D3 dopamine receptor (human) agonism; P35462; D3R DiscoveRx beta-arrestin cells, luminescence, 90 min; max activation, %; 410,000 tested, 0.58% active; AID 652048; in the data active = max activation above about 30%; note: 0% is about no effect; mostly tested at two doses, the higher about 12 µM
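Agonist mode: compounds and dopamine controls were applied to plated cells for 90 min at 37 degrees C after an overnight attachment at 1500 cells/well. Luminescent read-out followed 30 - 60 minutes at room temperature with DiscoveRx detection reagent.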
KB-3-1 tox = KB-3-1 parental cell cytotoxicity; Potency, µM (titrated, usually from 46.1 µM), for the others: at the highest dose activity change, negative = cytotoxic, hits mostly cytotoxic; 400,000 tested, 1.4% active; AID 1347075; KB-3-1 viability, CellTiter-Glo ATP luminescence, 72 h; note: potency is the fitted concentration of half-maximal effect; % is set by controls: 0 for no effect and ±100 for the full control effect; nearly all actives have a fitted effect of over 60% in size
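KB-3-1 parental drug-naive adenocarcinoma cells in DMEM/10% FBS, incubated 72 h at 37 C with pin-transferred compounds across a concentration series. Viability by CellTiter-Glo luminescence; concentration-response curves fitted after normalization.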
GLP-1R agonist = agonists of human GLP-1 receptor | HEK293 GLP-1R CRE-luciferase, luminescence, 4-6 h; cells express a hypersensitive GLP-1R form | Potency, µM (doses to about 45.6 µM), for inactives: top-dose activation, hits mostly activators | 380,000 tested, 0.007% active | AID 624172; note: potency is the fitted concentration of half-maximal effect; % of control where 0% means no effect
Target sequence (P43220 whole entry, looked up): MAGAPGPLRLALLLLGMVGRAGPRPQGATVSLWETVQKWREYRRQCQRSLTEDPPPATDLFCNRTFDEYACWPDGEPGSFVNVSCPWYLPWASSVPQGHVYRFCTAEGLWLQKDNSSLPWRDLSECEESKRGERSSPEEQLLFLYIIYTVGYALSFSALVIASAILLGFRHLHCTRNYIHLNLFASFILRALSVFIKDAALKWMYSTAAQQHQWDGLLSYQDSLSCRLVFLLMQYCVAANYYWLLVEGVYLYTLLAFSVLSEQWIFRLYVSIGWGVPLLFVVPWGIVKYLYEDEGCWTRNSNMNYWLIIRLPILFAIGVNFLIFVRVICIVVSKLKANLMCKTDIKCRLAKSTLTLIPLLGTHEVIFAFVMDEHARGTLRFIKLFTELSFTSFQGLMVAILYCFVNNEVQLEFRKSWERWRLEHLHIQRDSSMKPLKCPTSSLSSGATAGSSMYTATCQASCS
IL1B secr inh = blocks inflammasome-driven IL-1 beta release; THP-1 LPS/ATP IL-1B secretion, AlphaLISA, 16 h; active compounds read low; activity change, % at 57.5 µM; 360,000 tested, 4.7% active; AID 743279; in the data active = activity change below about -50%; inconclusive = mostly about -30% to -49%; note: % is set by controls: 0 for no effect and ±100 for the full control effect
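Secreted IL-1B measured by AlphaLISA bead assay after 16 h compound exposure of THP-1 cells; compounds (final up to 57.5 uM) added 1 h before LPS (250 ng/mL) and ATP (1.25 mM) stimulation; lower signal means less secretion.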
HT1080NT lethal = kills 2HG-producing HT-1080-NT fibrosarcoma cells; HT-1080-NT fibrosarcoma viability, CellTiter-Glo ATP luminescence, 48 h; Potency, µM (titrated, usually from 46.1 µM), for inactives: top-dose activity, negative = less viability, actives largely listed as cytotoxic; 360,000 tested, 1.6% active;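 note: NT is the 2HG producing partner of a matched IDH1 knockdown line; potency is the fitted concentration of half-maximal effect; 0% = DMSO-treated cells and -100% = media-only wells without cells; nearly all actives have a fitted effect of over 55% in size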
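Fibrosarcoma NT cells, 750 per well in 5% FBS RPMI, were exposed to compound for 48 hours. Viability: CellTiter-Glo luminescence.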
The depositor's hits bear a star; ? = inconclusive; . = no result given; & = joins results of further samples; [ ] = remark or other dose. Unless noted, calls come from the whole dose curve; as a rule, active = well fitted curve in the direction sought with a large enough effect; inconclusive = small, poorly fitted or top-dose-only effect, or another doubt; inactive = no such curve, though single readings can be large; an effect the other way counts as inactive or inconclusive.

SMILES | DRD3 antagonist | KB-V1 MDR tox | HT1080 IDH1KD tx | SW480 rereplic | DRD3 agonist | KB-3-1 tox | GLP-1R agonist | IL1B secr inh | HT1080NT lethal
Cc1ccsc1C(=O)N1CCC1(C)C(=O)NCc1cccnc1 (stereo not given) | 0.4 | -7.9% | 22.3% | . | 3.7 | 1.7% | 0.3% | 20.1 | 19.2%
Cc1nn(-c2ccc(F)cc2)c(Cl)c1/C=C/C(=O)OCC(=O)Nc1c(F)c(F)c(F)c(F)c1F | 5.0 | -17.2% | 16.4% | -16.5%&0.7% | -1.8 | -2.1% | 1.8% | 17.1 | 19.1%
CC(=O)N/C(=C/c1ccc2c(c1)OCO2)C(=O)N1CCOCC1 | 22.5 | 1.3% | 10.3% | -5.3% | 4.2 | 7.4% | -2.6% | 2.2 | 3.9%
Cc1ccc(SCc2nc3ccccc3n2CC(=O)Nc2ccc(Cl)cc2)cc1 | -12.9 | 0.3% | ? | 16.3% | -17.0 | 8.9% | -17.0% | -2.3 | ?
CC(=O)N1CCOc2ccc(S(=O)(=O)N3CCC(C(=O)NCc4ccc(F)cc4)CC3)cc21 | -25.2 | 0.9% | -5.5% | -2.7% | 4.7 | -11.1% | 8.6% | -17.8 | -0.6%
CCCc1nnc(NC(=O)CCC(=O)NCc2ccc(Cl)cc2Cl)s1 | -0.1 | 22.9% | 6.4% | -7.8% | -0.1 | 0.5% | -0.9% | 9.4 | 4.5%
CCSc1nnc(NC(=O)CSc2nc3c(c(=O)n2C)SC(C)C3)s1 (stereo not given) | 36.6 | 2.91µM* | 1.2% | 3.2% | 25.5 | -18.1% | 7.8% | 16.2 | 20.1%
CCOC(=O)C(C)Sc1nc2c(c(=O)[nH]c(=O)n2C)n1CCc1ccccc1 (stereo not given) | 1.1 | 2.6% | -7.0% | -6.5% | 2.7 | 10.6% | -0.5% | -11.1 | -1.9%
Brc1ccc(-c2csc(N3CCCCCC3)n2)cc1 | 12.6 | -2.4% | 3.3% | 15.8% | -8.1 | 0.5% | 14.5% | -11.9 | -1.9%
NC(=O)c1ccc(/C=N/O)nc1 | 10.0 | -3.3% | 6.7% | -6.7% | 2.0 | -9.3% | 6.9% | 21.6 | 4.0%
Cc1cc(C)cc(N(CC(=O)Nc2cccc(C)n2)S(=O)(=O)c2c(C)noc2C)c1 | 2.0 | 0.0% | -18.5% | ? | -11.9 | ? | -2.0% | -28.1 | -29.4%
O=C(Oc1ccc2ccc(O)cc2c1)C1CCCCC1 | -1.0 | 10.7% | ? | 27.9% | -4.6 | 3.2% | 4.5% | 41.0 | -8.2%
COc1ccc(CCNC(=O)C/C(C)=N/NC(=O)Cc2cccc3ccccc23)cc1OC | -14.2 | 17.5% | 5.1% | -20.8% | -11.4 | 9.6% | 2.8% | 6.9 | -2.3%
Cc1ccccc1N1CCN(CC(=O)NCc2ccc(Cl)cc2)CC1 | -5.5 | -0.8% | -9.3% | -33.1%[inhibitor] | -17.7 | 6.1% | 1.7% | 0.0 | -13.3%
COc1ccc(C2NC(=O)NC(C)=C2C(=O)OCc2ccccc2)cc1 (stereo not given) | 3.8 | -2.2% | -23.3% | 0.3% | 0.0 | 13.1% | 4.0% | -14.8 | -14.4%
CCC(=O)NC(=S)Nc1ccc(S(=O)(=O)NC(C)C)cc1 | -17.1 | 27.5% | 1.0% | -0.2% | 1.8 | -1.9% | 8.1% | 33.1 | 2.2%
CC(=O)c1ccc(S(=O)(=O)N(CC(=O)NC2CC2)Cc2ccc(F)cc2)cc1 | 5.7 | 0.1% | -1.3% | -81.2%[inhibitor] | 6.7 | 12.8% | 6.9% | -11.1 | 1.5%
Cc1nn(C)c(C)c1S(=O)(=O)N1CCC(CO)(Cc2ccc(Cl)cc2)CC1 | -5.3 | ? | -13.8% | -2.6% | 0.2 | ? | 7.0% | -16.7 | -13.2%
CCOc1cc(N2CCOCC2)c(OCC)cc1NC(=O)c1ccc(NC(C)=O)cc1 | -12.2 | -21.6% | -1.2% | -11.0% | 6.4 | ? | 7.0% | 5.2 | -0.8%
COCCN1Cc2cccc(C(=O)NCCc3ccccc3)c2C1=O | 1.6 | ? | 14.2% | -2.2% | 3.3 | 14.1% | 5.8% | -2.9 | 18.9%
Cc1ccc(NC(=S)N2CCC(N(C)CC3CCCO3)CC2)cc1 (stereo not given) | -1.3 | -6.6% | -8.1% | -6.6% | -9.1 | -8.0% | 3.4% | -11.0 | -1.1%
COc1cc(O)c(C(CC(=O)N2CCCC2)c2ccc(N(C)C)cc2)c(OC)c1 (stereo not given) | -0.2 | 15.8% | -1.8% | 1.5% | -1.9 | -19.7% | -1.1% | -6.6 | -0.2%
O=C(NCCOc1ccccc1F)C1CC(=O)N(c2ccc3c(c2)OCCO3)C1 (stereo not given) | 10.8 | -8.2% | 8.2% | -3.4% | -1.9 | -7.3% | -2.2% | 7.5 | 13.3%
Cc1cc(C)c(N=Cc2c(O)n(-c3nccs3)c(=O)c3ccccc23)c(C)c1 | 7.8 | 14.1% | -2.6% | 15.6% | 2.6 | -8.1% | 0.4% | ? | 3.7%
CC(=O)c1cccc(NC(=O)Nc2csc3c2CCCC3)c1 | -24.4 | 7.5% | 0.1% | -2.3% | -13.5 | -1.1% | 4.8% | ? | 3.2%
CCN(CC)CCNC(=O)CSc1c2c(nc3cc(Cl)ccc13)CCCC2 | ? | -23.3% | ? | ? | -2.6 | -14.0% | -12.2% | -104.4* | ?
CCCOc1ccc(C(=O)NCC(c2ccco2)N(C)C)cc1 (stereo not given) | 10.0 | ? | 3.2% | 16.8% | -4.1 | 2.5% | 20.4% | 0.0 | 1.2%
Clc1ccc(OCCCn2ccnc2)c(Br)c1 | 0.0 | -7.5% | 10.6% | -2.7% | 8.7 | 0.0% | 0.2% | 0.0 | 0.4%
CCOC(=O)c1nc2ccccc2s1 | 0.0 | -46.0% | 6.0% | 3.2% | 1.9 | -0.3% | 7.5% | 39.1 | 5.1%
Cc1nn(-c2ccccc2)c2[nH]c(=O)c(CNc3ccc(N4CCOCC4)cc3)cc12 | -2.0 | ? | ? | 0.7% | -4.6 | ? | 5.0% | -7.7 | -23.6%
CNC(=O)CSc1nnc(SCCC(=O)O)s1 | 18.5 | 8.2% | 11.0% | . | 2.3 | 0.0% | -6.3% | 5.6 | 15.6%
CC(NC(=O)C(C)N1C(=O)C2C3CC(C(Br)C3Br)C2C1=O)c1ccccc1 (stereo not given) | ? | 0.0% | 1.4% | -2.7% | 6.5 | 5.5% | -9.6% | 16.6 | 2.0%
Cc1ccc(Oc2cnn(-c3ccccc3)c(=O)c2Br)cc1 | 16.0 | ? | -18.1% | 1.0% | -1.5 | -1.4% | 15.4% | ? | -17.5%
CC(C)(C)c1ccc(C(=O)NC2CCS(=O)(=O)C2)cc1 (stereo not given) | -3.9 | 26.1% | 1.1% | -7.8% | -3.1 | 4.1% | 7.9% | 8.8 | -1.8%
COc1cccc(C(=O)CN2CCC(NC(=O)NC3CCCCC3)CC2)c1 | -2.5 | -13.3% | 3.6% | 4.2% | -1.5 | 5.1% | -10.2% | -0.6 | 0.8%
O=C(CNC(c1ccccc1)c1ccccc1)NCc1ccccc1Cl | 2.9 | 14.6% | 1.7% | 32.6% | 1.8 | -6.9% | 12.5% | -9.5 | -1.6%
CC(C)Nc1nc(NC(C)(C)C)nc(Oc2ccc(=O)n(-c3ccccc3)n2)n1 | 19.1 | -10.0% | -13.9% | -0.5% | -1.4 | 6.6% | 32.9% | -10.9 | -16.3%
O=C(Nc1ccc(O)c2c(=O)cc(-c3ccccc3Cl)oc12)c1ccccc1Cl | -4.1 | 6.3% | -0.1% | 33.1%&10.1% | -55.1 | 9.2% | -2.2% | -10.2 | -7.7%
CC1CN(S(=O)(=O)c2ccc(C(=O)Nc3nnc(-c4ccccn4)o3)cc2)CC(C)O1 (stereo not given) | -0.9 | 3.2% | -5.1% | -10.4% | 2.8 | 9.0% | 6.6% | 12.1 | -5.0%
COc1cccc(Cc2nc3ccccc3nc2SCC(=O)N2CCCCC2C)c1 (stereo not given) | . | ? | . | . | -11.4 | ? | -4.6% | . | .

Fetched by compound from the list above, two records:
SMILES | DRD3 antagonist | KB-V1 MDR tox | HT1080 IDH1KD tx | SW480 rereplic | DRD3 agonist | KB-3-1 tox | GLP-1R agonist | IL1B secr inh | HT1080NT lethal
O=C(Oc1ccc2ccc(O)cc2c1)C1CCCCC1 | -1.0 | 10.7% | ? | 27.9% | -4.6 | 3.2% | 4.5% | 41.0 | -8.2%
CCC(=O)NC(=S)Nc1ccc(S(=O)(=O)NC(C)C)cc1 | -17.1 | 27.5% | 1.0% | -0.2% | 1.8 | -1.9% | 8.1% | 33.1 | 2.2%

Next part:
SMILES | DRD3 antagonist | KB-V1 MDR tox | HT1080 IDH1KD tx | SW480 rereplic | DRD3 agonist | KB-3-1 tox | GLP-1R agonist | IL1B secr inh | HT1080NT lethal
O=C(Cn1cnc2c(cnn2-c2ccc(F)cc2)c1=O)NCc1ccco1 | 1.9 | 8.2µM* | 18.4µM* | ? | -1.5 | 9.2µM* | -3.3% | 39.0 | ?
COc1cccc(NC(=O)c2sc(Cl)nc2C)c1 | 1.7 | 0.0% | -2.9% | 15.6% | -0.4 | 18.0% | -0.6% | ? | -1.8%
CC(NS(=O)(=O)c1ccccc1)C(=O)Nc1ccc2c(c1)OCCO2 (stereo not given) | 3.4 | . | 18.9% | -4.1% | -2.0 | . | -0.7% | 0.0 | 15.7%
CC(C)(C)c1ccc(C(=O)Nc2ccc(F)cc2)s1 | -7.4 | 11.8% | -20.2% | 10.7% | -2.5 | ? | 12.5% | -61.8* | -18.9%
CCn1c(=O)c2cc(C(=O)Nc3cccc(C(C)=O)c3)sc2c2ccccc21 | 2.6 | 7.0% | -2.0% | -15.7% | 1.9 | 0.8% | 1.7% | -15.0 | 2.4%
CC(OC(=O)C1CCC(=O)N1)C(=O)Nc1cc(Cl)cc(Cl)c1 (stereo not given) | -8.9 | -17.4% | 1.6% | . | -13.0 | 15.2% | 8.4% | -0.9 | -0.6%
